SRC3 TRFRET art – TR-FRET artefact, counter-screen to PPARgamma/SRC-3 agonist assay; TR-FRET ratio at 8 µM; PPARgamma/SRC-3 format; active compounds read high; 99,000 tested, 0.39% active; AID 1048; in the data active means TR-FRET ratio above about 2000; further: inactives centre near 1600; reference of the scale not given here
SRC1 TRFRET art – TR-FRET artefact, counter-screen to PPARgamma/SRC-1 agonist assay; 99,000 tested, 0.34% active; TR-FRET ratio at 8 µM; TR-FRET detection artefact counter-screen, emission ratio; active compounds read high; AID 1051; in the data active means TR-FRET ratio above about 2300; further: inactives centre near 1800; reference of the scale not given here
The depositor's hits bear a star. Some of the compounds tested. The share of hits here may be higher or lower than overall.

cpd	molecule	SRC3 TRFRET art	SRC1 TRFRET art
1	O=C(O)C1=C(OCc2ccc(F)c(F)c2)C(=O)NCC1	1670	1745
2	COc1cc(-n2c(=O)c3ccccc3n(Cc3cc(=O)n4ccccc4n3)c2=O)cc(OC)c1OC	1444	1987
3	O=C(CSc1nnc(-c2ccncc2)o1)NCc1ccc(Cl)cc1	1613	1796
4	COc1ccc(C(=O)NC(=O)NC2(C(Cl)(Cl)Cl)OCCO2)cc1	1496	1860
5	CCSC(C)CC1CC(=O)CC(=O)C1 (centres undefined)	1556	1841
6	CNC(=O)c1sccc1Oc1ccc(F)cc1[N+](=O)[O-]	1461	1825
7	O=C(CN1CCC(Cc2ccccc2)CC1)NCCc1ccc(F)cc1	1571	1658
8	Clc1ccc(Cn2nnc(-c3ccc(N4CCOCC4)cc3)n2)cc1	1686	1821
9	O=C(NCc1cccnc1)c1ccc(Cn2c(=S)[nH]c3ccc(Br)cc3c2=O)cc1	1629	1964
10	CNc1ccccc1C(C)(C)c1cc(C)[nH]n1	1673	1971
11	CC(C)CCNC(=O)C(c1ccc(O)cc1)N(Cc1cccs1)C(=O)C1COc2ccccc2O1 (centres undefined)	1630	1883
12	O=C(N/N=C/c1c(Cl)cccc1Cl)C(=O)NC1CC1	1388	1882
13	O=C(Nc1ccc(F)cc1)NC1CCN(Cc2ccccc2)CC1	1867	1794
14	COC(=O)c1ccc(NC(=O)C(OC)c2ccccc2)cc1 (centres undefined)	1581	1951
15	Nc1ccc(Cl)cc1/C(=N/O)c1ccccc1	1558	1970
16	O=C(NCc1ccc(Cl)cc1)NCC(F)(F)F	1490	1626
17	COc1ccc(N2C(=O)C3NN=C(C(=O)OCc4ccccc4)C3C2=O)cc1 (centres undefined)	1522	1684
18	COc1ccc(/C=C/C(=O)OCC(=O)Nc2ccc(Cl)cn2)cc1	1781	1771
19	COc1ccc(C2c3ccc4ccccc4c3Oc3ncn(Cc4ccco4)c(=N)c32)cc1OC (centres undefined)	1480	1838
20	CCOc1cc(/C=N/NC(=O)C(=O)NC)cc(Br)c1O	1425	1748
21	N#CCCn1cc(/C=C2\NC(=S)N(c3ccccc3)C2=O)c(-c2ccc(F)cc2)n1	1721	1941
22	Cc1cc(C(=O)NC(C)c2ccncc2)no1 (centres undefined)	1614	1737
23	CC(C)N(C(=O)COC(=O)c1ccc(Cl)nc1)C(C)C	1464	1643
24	COc1cccc(CCc2nnc(CCC(=O)N3CCCC3c3nccs3)o2)c1 (centres undefined)	1406	1614
25	Cc1cccc2c1N(CCOc1ccccc1)C(=O)C2=O	1678	1949

Other compounds.
cpd	molecule	SRC3 TRFRET art	SRC1 TRFRET art
26	O=C(NCc1ccccc1Cl)c1ccc2c(c1)SC1=NS(=O)(=O)CCN12	1433	1876
27	O=C(NCCCN1CCOCC1)c1ccc(Sc2ccc(Br)cc2)c([N+](=O)[O-])c1	1668	1766
28	O=C(CCc1nc2ccccc2[nH]1)N1CCN(C(=O)c2ccco2)CC1	1581	1792
29	CCC(CC)NC(=O)COc1ccc(OC)cc1C=O	1464	1734
30	CCOc1ccc(N2C(=O)C3C(c4ccccc4)=NN(c4ccccc4)C3C2=O)cc1 (centres undefined)	1546	1684
31	CN(C(=O)c1ccccc1C(=O)OCC(=O)NCc1cccs1)C1CCCCC1	1680	1951
32	Cc1oc2ccc(OC(=O)COc3c(F)c(F)c(F)c(F)c3F)cc2c1C(=O)OC(C)C	1635	1598
33	COc1cc2c(cc1NC(=O)COC(=O)c1ccc(C(C)(C)C)cc1)oc1ccccc12	1772	1970
34	O=C(O)C1=C[C@@H](c2ccccc2)C[C@@H](OCc2ccc(CO)cc2)O1	1515	1671
35	Cc1ccc(NC(=O)CC2SCCNC2=O)cc1Cl (centres undefined)	1634	1820
36	CCOC(=O)Cc1cc(=O)n2[nH]cc(-c3ccc(Cl)cc3)c2n1	1672	1813
37	N/C(=N\OC(=O)c1ccc(=O)n(Cc2ccccc2)c1)c1ccccn1	1745	1738
38	CCOC(=O)C1(CC2CC2)CCN(Cc2ccc(O)c(Cl)c2)CC1	1918	1685
39	CCOC(=O)C1CCN(C(=O)c2ccc(Cl)c(NC3=NC4CS(=O)(=O)CC4S3)c2)CC1 (centres undefined)	1586	1744
40	Cc1ccc(NC(=O)CCNC(=O)c2ccco2)cc1	1404	1835
41	CCN1CCCC1CNC(=O)C(=O)NCc1ccccc1 (centres undefined)	1596	1833
42	C=CCN1CCN(C(CCC)c2nnnn2Cc2ccco2)CC1 (centres undefined)	1618	1782
43	Oc1ccc(/C=N/N=C(c2ccccc2)c2ccccc2)c(O)c1O	1401	1824
44	Cc1cc(OC(=O)c2ccc(S(=O)(=O)N3CCCCC3)cc2)c([N+](=O)[O-])c(=O)[nH]1	1691	1924
45	CCOC(=O)c1cc(-c2ccccc2)sc1NC(=O)CSc1nncs1	1660	1842
46	COc1ccccc1CCc1nnc(CCC(=O)NCC[C@@H]2C[C@@H]3C=C[C@H]2C3)o1	1650	1682
47	CCOC(=O)C(C)Oc1ccc2c(-c3cccc([N+](=O)[O-])c3)cc(=O)oc2c1 (centres undefined)	1539	1824
48	Cc1cc(C)n(-c2ccc(C(=O)Nc3ccc(S(=O)(=O)N(C)C)cc3)cc2)n1	1510	1797
49	COc1cccc(NC2SC(=O)N(c3ccccc3)C2=O)c1 (centres undefined)	1521	1798
50	COc1ccc(Cn2c(-c3ccc(Br)cc3)c[n+]3ccccc23)cc1	1667	1997

Entries above with an NH in an aromatic ring:
cpd	molecule	SRC3 TRFRET art	SRC1 TRFRET art
9	O=C(NCc1cccnc1)c1ccc(Cn2c(=S)[nH]c3ccc(Br)cc3c2=O)cc1	1629	1964
10	CNc1ccccc1C(C)(C)c1cc(C)[nH]n1	1673	1971
28	O=C(CCc1nc2ccccc2[nH]1)N1CCN(C(=O)c2ccco2)CC1	1581	1792
36	CCOC(=O)Cc1cc(=O)n2[nH]cc(-c3ccc(Cl)cc3)c2n1	1672	1813
44	Cc1cc(OC(=O)c2ccc(S(=O)(=O)N3CCCCC3)cc2)c([N+](=O)[O-])c(=O)[nH]1	1691	1924

The results go on:
cpd	molecule	SRC3 TRFRET art	SRC1 TRFRET art
51	COc1ccccc1CNC(=O)COc1ccc([N+](=O)[O-])cc1	1541	1672
52	CCCOc1cccc(-c2nn(-c3ccccc3)cc2/C=C(\C#N)C(=O)NCCCn2ccnc2)c1	1348	1700
53	NS(=O)(=O)c1ccc(CCNC(=O)/C=C/c2cccc([N+](=O)[O-])c2)cc1	1518	1925
54	COc1cc(C(=O)Nc2ccc(C(N)=O)cc2)c([N+](=O)[O-])cc1OC	1795	1753
55	Cc1ccc(C)c(NC(=O)CCN2CCc3ccccc3C2)c1	1552	1686
56	O=C(NCC(c1cccs1)N1CCOCC1)c1cc([N+](=O)[O-])ccc1Cl (centres undefined)	1630	1854
57	COc1ccc(S(=O)(=O)NCC2CCC(C(=O)NCCC(C)C)CC2)cc1 (centres undefined)	1688	1673
58	CCc1nnc(NC(=O)CSc2ccc(-c3cccs3)nn2)s1	1780	2108
59	CCOC(=O)c1cnc2c(C#N)cnn2c1N	1704	1819
60	COCCNC(=S)NNC(=O)CSCc1ccc(Cl)cc1Cl	1465	1816
61	CCOc1ccc(/C=N/NC(=O)c2cc(-c3cccn3C)n[nH]2)cc1	1696	1692
62	N#Cc1cc2c(nc1SC1CC(=O)N(c3ccccc3)C1=O)CCC2 (centres undefined)	1526	1548
63	CCC(=O)C1=C(O)C(c2cccc(Oc3ccccc3)c2)CCC1=O (centres undefined)	1716	2019
64	NC(=O)c1ccccc1	1315	1701
65	COC(=O)c1cc(NC(=O)C2CC(=O)NC(=NCc3ccc(OC)cc3)S2)cc(C(=O)OC)c1 (centres undefined)	1463	1695
66	Cc1cc(NC(=O)c2ccc(Br)cc2)nc(C)n1	1625	1843
67	CCNS(=O)(=O)c1ccc(NC(=O)c2ccc(Cn3cc([N+](=O)[O-])cn3)o2)cc1	1565	1778
68	CCCn1nnc(NC(=S)NC(=O)C(C)(C)C)n1	1481	1525
69	COC(=O)c1ccc(OC(C)C(=O)c2ccc(C)cc2)cc1 (centres undefined)	1480	1704
70	O=c1c2ccccc2nc2n1C(CSc1ccccc1)CS2 (centres undefined)	1358	1600
71	Cc1cc(C)c(OCC(=O)Nc2nnc(-c3ccco3)o2)c(C)c1	1571	1949
72	Cc1ccc(-c2nc3cnccn3c2Nc2ccc3c(c2)OCCO3)o1	1493	1734
73	Cc1ccccc1N1CCN(S(=O)(=O)N(C)C)CC1	1640	1702
74	O=C(Nc1ccccc1N1CCOCC1)C1(c2ccc(Cl)cc2)CCC1	1428	1886
75	CC(C)(C)OC(=O)N1CCN(C(=O)Cn2cc(CCO)nn2)CC1	1396	1369

Filtered by structure, those above containing a tert-butyl group.
cpd	molecule	SRC3 TRFRET art	SRC1 TRFRET art
33	COc1cc2c(cc1NC(=O)COC(=O)c1ccc(C(C)(C)C)cc1)oc1ccccc12	1772	1970
68	CCCn1nnc(NC(=S)NC(=O)C(C)(C)C)n1	1481	1525
75	CC(C)(C)OC(=O)N1CCN(C(=O)Cn2cc(CCO)nn2)CC1	1396	1369

Arranged by SMILES length (rising): part of the list above
cpd	molecule	SRC3 TRFRET art	SRC1 TRFRET art
59	CCOC(=O)c1cnc2c(C#N)cnn2c1N	1704	1819
68	CCCn1nnc(NC(=S)NC(=O)C(C)(C)C)n1	1481	1525
65	COC(=O)c1cc(NC(=O)C2CC(=O)NC(=NCc3ccc(OC)cc3)S2)cc(C(=O)OC)c1 (centres undefined)	1463	1695

Other compounds.
cpd	molecule	SRC3 TRFRET art	SRC1 TRFRET art
76	CC(C)[C@H](Nc1ccc(S(=O)(=O)N2CCOCC2)cc1[N+](=O)[O-])C(=O)OCC(=O)N(C(C)C)C(C)C	1544	2031
77	O=c1cc(N2CCc3ccccc32)[nH]c(=O)n1-c1ccc(Cl)cc1	1514	1607
78	CSc1nc(-c2ccc(N(C)C)cc2)c(C#N)c(=O)n1C	1476	1860
79	COC(=O)c1ccc(CSc2nnc(CS(=O)Cc3ccc(Br)cc3)n2-c2ccccc2)cc1 (centres undefined)	1703	1955
80	Cc1cc(/C=N/NC(N)=O)c(C)n1-c1ccc(F)cc1	1512	1690
81	COc1cc(C)c(NC(=O)C(=S)NCCc2ccccc2)cc1C	1515	1714
82	CC(C)OCCCNC(=O)CN1C(=O)/C(=C/c2ccccc2)Sc2ccccc21	1705	1780
83	NC(=O)CCn1nc(-c2ccccc2)c2ccccc2c1=O	1450	1689
84	N#Cc1c(C(F)(F)F)cc(-c2ccccc2)nc1SCc1nc(N)nc(N2CCOCC2)n1	1565	2062
85	CC(C)(C)n1nc2c(c1NC(=O)c1cc3ccccc3o1)CS(=O)(=O)C2	1585	1712
86	Cc1ccc2cc(C#N)c(SCc3nnc(-c4ccccc4[N+](=O)[O-])o3)nc2c1	1738	1707
87	COc1ccccc1OCCCC(=O)Nc1ccc([N+](=O)[O-])cc1Br	1720	1782
88	CCc1ccc2ncc(S(=O)(=O)c3ccc(C)c(C)c3)c(N3CCCC3)c2c1	1775	2034
89	COc1cccc2sc(N(CCCN(C)C)C(=O)COc3ccc(Cl)cc3)nc12	1670	1706
90	CN(C)CCNc1c(N)c(=O)oc2ccccc12	1594	1917
91	Cc1nc2ccccc2n1-c1nc(-c2ccco2)cc(C(F)(F)F)n1	1725	1666
92	Cc1[nH]c2ccc(F)cc2c1CCN(Cc1ccncc1)C(=S)Nc1cccc(F)c1	1633	1487
93	Cc1ccccc1C(=O)NC(=S)NCCc1ccccc1	1503	1900
94	O=C(COC(=O)Cc1ccc(Br)cc1)NCc1ccc(F)cc1	1483	1947
95	CC1(C)Oc2ccc(/C=C/C(=O)N3CCOCC3)c(O)c2C(N2CCOCC2)C1O (centres undefined)	1475	1639
96	COc1cc(OC)c(C2=Nc3ccc(Br)cc3C(c3ccccc3)N2CC(=O)NN)cc1OC (centres undefined)	1661	1911
97	O=C(Nc1cccs1)Nc1ccc(F)cc1F	1480	1700
98	COc1cc(/C=N/NC(=O)CN(CCc2ccccc2)S(=O)(=O)c2ccc(NC(C)=O)cc2)cc(OC)c1OC	1399	1778
99	COc1ccc(CN2C(=O)NC3(CCCc4ccccc43)C2=O)cc1F (centres undefined)	1514	1649
100	O=C(NS(=O)(=O)c1ccc(Cl)cc1)c1ccccc1	1397	1485

Further entries.
cpd	molecule	SRC3 TRFRET art	SRC1 TRFRET art
101	O=C(Nc1ccc([N+](=O)[O-])cc1)N1CCCCC1	1511	1705
102	COc1cc(NC(=O)c2ccc3c(c2)OCCO3)ccc1NC(=O)c1ccco1	1536	1726
103	COc1ccc2cc(CCNC(=O)c3cccc([N+](=O)[O-])c3)c(=O)[nH]c2c1	1434	1880
104	O=C(N/N=C/c1c[nH]c2ccccc12)c1cccc([N+](=O)[O-])c1	1631	1665
105	Cc1ccc(OC(C)C(=O)N/N=C/c2ccccn2)cc1 (centres undefined)	1786	1825
106	Cc1c(C(=O)NCc2ccoc2)oc2ccc3c(c12)C(=O)CC(C)(C)O3	1534	1879
107	COc1ccccc1C(=O)N1CCN(Cc2ccc3c(c2)OCO3)CC1	1665	2050
108	CCCN(CCC)C(=O)CCSCCC(=O)N(CCC)CCC	1443	1639
109	COc1ccc(Cn2c(=O)n(Cc3ccco3)c(=N)c3c4c(sc32)COC(C)(C)C4)cc1	1588	1855
110	COc1ccc(Nc2nnc(SCC3CCCO3)s2)cc1 (centres undefined)	1522	2110
111	COc1ccc(C2=NN(C(=O)CSc3nnc(-c4ccccc4F)o3)C(c3ccco3)C2)cc1 (centres undefined)	1451	1856

Source: PubChem BioAssay
